# BoNT F protease: BoNT F light chain protease inhibition. Multiplex microsphere protease cleavage assay, flow cytometry. inhibition, % at 10 µM. 360,000 compounds, 0.22% hits; in the data active = inhibition above about 35%, passing the limit was not always enough; note: plate controls were buffer without enzyme for full effect and enzyme alone for no effect
# PfHsp40 yeast: rescue of PfHsp40-mediated yeast toxicity; S. cerevisiae expressing PfHsp40, growth rescue, ATP luminescence; growth rescue, % at 12.5 µM; 340,000 compounds, 0.68% hits; in the data active = growth rescue above about 28%, passing the limit was not always enough;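 note: yeast W303a lacking pdr1 and pdr3 grown in galactose medium; growth measured after three days at 30 °C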
# Mtb BioA inh: blocks M. tuberculosis BioA enzyme activity; AID 602481; 360,000 compounds, 0.096% hits; purified M. tuberculosis BioA enzyme, plate reader; inhibition, % at 9.99 µM; in the data active = inhibition above about 40%
# BoNT-A LC inh2: BoNT A light chain protease inhibition | inhibition, % at 10 µM | multiplex microsphere protease substrate cleavage, flow cytometry | AID 588499 | 360,000 compounds, 0.17% hits; note: plate controls were buffer without enzyme for full effect and enzyme alone for no effect
# FadD28 FP inh: inhibitors of Mycobacterium tuberculosis FadD28 bisubstrate binding | AID 588549 | inhibition, % at 12.5 µM | 360,000 compounds, 0.22% hits | FadD28 bisubstrate probe binding, fluorescence polarization; in the data active = inhibition above about 8.5%, passing the limit was not always enough
# Mtb FBA inh: inhibitors of M. tuberculosis fructose-bisphosphate aldolase; P9WQA3; purified M. tuberculosis FBA, fluorescence read-out; inhibition, % at 1 µM; 360,000 compounds, 2.3% hits; AID 588726; in the data active = inhibition above about 27%;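 note: 0% = vehicle and 100% = reference inhibitor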
# Anthrax LF prot: anthrax lethal factor protease inhibition; inhibition, % at 10 µM; AID 588501; 360,000 compounds, 0.12% hits; multiplex microsphere protease cleavage assay, LF; note: plate controls were buffer without enzyme for full effect and enzyme alone for no effect
# Target sequence (P15917 whole entry, looked up): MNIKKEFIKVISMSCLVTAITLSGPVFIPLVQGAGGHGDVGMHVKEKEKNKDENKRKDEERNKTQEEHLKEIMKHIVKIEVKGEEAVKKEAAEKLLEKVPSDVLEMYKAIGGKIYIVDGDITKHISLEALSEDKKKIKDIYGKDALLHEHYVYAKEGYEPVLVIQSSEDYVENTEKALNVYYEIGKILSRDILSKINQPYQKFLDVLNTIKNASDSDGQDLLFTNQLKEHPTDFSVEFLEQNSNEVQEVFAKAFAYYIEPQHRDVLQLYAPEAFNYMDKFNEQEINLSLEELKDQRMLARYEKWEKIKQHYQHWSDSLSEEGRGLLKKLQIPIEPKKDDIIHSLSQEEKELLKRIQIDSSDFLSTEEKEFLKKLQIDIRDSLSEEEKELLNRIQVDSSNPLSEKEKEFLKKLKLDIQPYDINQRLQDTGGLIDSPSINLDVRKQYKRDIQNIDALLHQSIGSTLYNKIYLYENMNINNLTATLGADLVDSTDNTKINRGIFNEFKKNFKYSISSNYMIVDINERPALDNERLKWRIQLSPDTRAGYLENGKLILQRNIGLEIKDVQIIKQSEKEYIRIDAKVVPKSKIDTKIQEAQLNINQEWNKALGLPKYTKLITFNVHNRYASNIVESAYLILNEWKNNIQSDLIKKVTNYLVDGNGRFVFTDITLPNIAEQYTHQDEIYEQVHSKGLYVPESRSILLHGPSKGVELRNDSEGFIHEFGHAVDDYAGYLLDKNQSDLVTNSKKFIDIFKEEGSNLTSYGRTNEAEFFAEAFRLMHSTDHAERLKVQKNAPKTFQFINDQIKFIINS
# GDH-TPI inh: inhibits GDH-TPI coupling enzymes, artifact for Mtb FBA screen; GDH-TPI coupled enzyme counterscreen, NADH absorbance; inhibition, % at 4.8 µM; 360,000 compounds, 1.2% hits; in the data active = inhibition above about 30%;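 note: 0% = DMSO wells and 100% = wells lacking the enzyme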
# UGM FP inh: inhibitors of M. tuberculosis UDP-galactopyranose mutase. purified UGM, fluorescence polarization probe displacement. inhibition, % at 10 µM. 320,000 compounds, 0.06% hits. AID 504406; in the data active = inhibition above about 10%, passing the limit was not always enough
# * marks the source's active call; other numbers are inactive results; x = not tested or not shown; & = joins results of further samples. Cut-off read from the data, not from the text of the source, unless noted: active = inhibition above about 30%; inconclusive = no clear call, values can overlap the other calls; inactive = below that.
nr	Molecule	BoNT-A LC inh2	UGM FP inh	BoNT F protease	Anthrax LF prot	PfHsp40 yeast
1	Cc1cccc(C)c1OCc1nnc(SCC(=O)Nc2nccs2)o1	-0.9	1.5	-8	-1	-0.7
2	COc1cc(CNCCCN2CCOCC2)cc(Cl)c1OCC(=O)NC(C)(C)C	-11	1.9	-16	-4	-0.7
3	CN(C)C1CCCCC=CC(=O)NC1 (stereo unspecified)	0.5	x	-2	-2	x
4	CC(=O)Nc1ccc(NC(=O)c2nc(S(=O)(=O)Cc3cccc(C)c3)ncc2Cl)cc1	1.9	-2.5	2	0	0.8
5	CCOC(=O)[C@@H]1[C@H]2COc3cc(OC)ccc3[C@H]2N2C(=O)N(c3ccc(F)cc3)C(=O)[C@@]12C	-0.1	-1.5	-5	-7	2.1
6	O=C(OCc1cc([N+](=O)[O-])cc2c1OCOC2)c1ccc2ccccc2n1	-0.2	2.9	2	-4	-0.7
7	c1ccc(COC2CCCN(Cc3nc(Cc4ccccc4)no3)C2)cc1 (stereo unspecified)	0.2	0.2	-2	-2	0.0
8	O=S1(=O)CCC(N=Cc2ccc(-c3ccc(Cl)cc3)o2)C1 (stereo unspecified)	1.0	2.0	2	0	-1.7
9	Cc1ccc2cc(CN(Cc3cccs3)Cc3nnnn3CC3CCCO3)c(=O)[nH]c2c1C (stereo unspecified)	-0.4	x	-11	-2	73*
10	O=C(NCC1COCCO1)c1cc(COc2c(F)cccc2F)on1 (stereo unspecified)	-4.9	2.3	-9	-4	0.5
11	S=C(Nc1ccc(Br)cc1Cl)N1CCCC1	0.6	-1.4	6	0	-0.9
12	O=C(COC(=O)c1cncc(Br)c1)NCc1ccc(Cl)cc1	0.0	1.6	1	2	-0.2
13	CCOC(=O)C1CCCN(C(=O)CCc2ccccc2)C1 (stereo unspecified)	-1.5	-2.9	-10	-14	0.1
14	O=C(O)c1ccc(/C=N/Nc2ccc(Cl)nn2)cc1	-1.0	-4.9	-1	1	-0.3
15	COc1cccc(N(Cc2nnc3n2CCCCC3)C(=O)Nc2ccccc2)c1	-0.9	0.9	1	5	0.7

nr	FadD28 FP inh	GDH-TPI inh	Mtb BioA inh	Mtb FBA inh
1	1.1	0	-1.0	2
2	1.4	6	x	-2
3	-1.9	4	0.3	-1
4	1.8	11	0.7	-1
5	-3.0	-4	-0.6	0
6	-0.3	10	x	3
7	-1.2	3	x	0
8	-2.2	17	x	-3
9	1.0	20	-0.3	2
10	-1.4	-7	-0.5	5
11	-4.4	2	-2.8	0
12	-3.9	0	-1.5	0
13	0.8	-2	3.9	3
14	-3.2	13	-1.2	0
15	-3.2	-6	1.4	0

# (cont.)
nr	Molecule	BoNT-A LC inh2	UGM FP inh	BoNT F protease	Anthrax LF prot	PfHsp40 yeast
16	COc1ccc(C2OC(CCc3ccccc3)CC3=C2C(=O)OC(C)(C)O3)cc1 (stereo unspecified)	-0.1	x	6	-6	x
17	Fc1cccc(Cl)c1CNCc1ccccc1Cl	-0.4	1.3	-8	1	-1.5
18	C=CCn1c(SCc2csc(C)n2)nc2sc3c(c2c1=O)CCC(C)C3 (stereo unspecified)	0.6	-0.5	2	-2	-0.8
19	CCOc1ccc(CCNC(=O)c2nnn(CC(=O)Nc3ccc(C)cc3)c2N)cc1OCC	0.2	2.2	6	2	0.1
20	Cc1ccc(NC(=O)CCC(=O)N/N=C/C=C/c2ccccc2)cc1	-0.4	-0.7	-2	0	1.5
21	Cc1nn(C)c(C)c1S(=O)(=O)N(CC(=O)N1CCc2ccccc2C1)c1ccc(C(C)C)cc1	-0.5	0.9	0	-2	-1.6
22	CCOC(=O)c1ccc(NC(=O)C2CCCN(c3cnccn3)C2)cc1 (stereo unspecified)	0.2	-0.2	1	0	0.2
23	O=c1c2cc(N3CCOCC3)ccc2[nH]c(=S)n1Cc1ccccn1	0.4	0.2	2	-9	0.0
24	COc1ccc(C(=O)NCc2cccnc2)cc1S(=O)(=O)N1CCCc2ccccc21	0.1	0.1	-7	-4	-0.8
25	CC(C)OC(=O)CSc1nnnn1-c1ccc2c(c1)OCCO2	0.0	0.2	-6	5	0.3
26	CCNC(=O)COc1ccc(CC)cc1	-2.3	0.5	-8	-2	5.9
27	O=C(NCC(O)c1ccccc1)c1cccs1 (stereo unspecified)	1.4	0.0	3	-6	-1.0
28	COc1cccc(C(c2nnnn2-c2c(C)cccc2C)N2CCN(C/C=C/c3ccccc3)CC2)c1OC (stereo unspecified)	-0.6	x	-15	-1	x
29	Cc1oc(-c2ccc(F)cc2F)nc1CN1C[C@@H]2C[C@@H](C1)c1cccc(=O)n1C2	0.4	0.4	1	1	0.1
30	CCN1CC=C2C(C#N)=C(N)C(C#N)(C#N)[C@H](c3cccc(OC)c3OC)[C@H]2C1	0.3	9.3	-8	-4	-0.8

nr	FadD28 FP inh	GDH-TPI inh	Mtb BioA inh	Mtb FBA inh
16	-0.4	x	-0.6	0
17	0.7	-2	x	0
18	-2.6	-6	-1.3	-1
19	-0.4	-1	-1.6	1
20	-0.1	8	x	0
21	-0.1	-11	0.3	6
22	-1.9	10	-0.7	2
23	1.1	19	x	5
24	1.9	4	1.0	0
25	-3.6	5	-1.2	2
26	-2.4	-1	x	-3
27	x	4	-2.2	5
28	-0.9	x	-5.4	-1
29	-2.0	12	x	-1
30	0.1	2	x	9

# Part of the list above in order of SMILES length, rising.
nr	Molecule	BoNT-A LC inh2	UGM FP inh	BoNT F protease	Anthrax LF prot	PfHsp40 yeast
17	Fc1cccc(Cl)c1CNCc1ccccc1Cl	-0.4	1.3	-8	1	-1.5
11	S=C(Nc1ccc(Br)cc1Cl)N1CCCC1	0.6	-1.4	6	0	-0.9
13	CCOC(=O)C1CCCN(C(=O)CCc2ccccc2)C1 (stereo unspecified)	-1.5	-2.9	-10	-14	0.1
25	CC(C)OC(=O)CSc1nnnn1-c1ccc2c(c1)OCCO2	0.0	0.2	-6	5	0.3
10	O=C(NCC1COCCO1)c1cc(COc2c(F)cccc2F)on1 (stereo unspecified)	-4.9	2.3	-9	-4	0.5
8	O=S1(=O)CCC(N=Cc2ccc(-c3ccc(Cl)cc3)o2)C1 (stereo unspecified)	1.0	2.0	2	0	-1.7
15	COc1cccc(N(Cc2nnc3n2CCCCC3)C(=O)Nc2ccccc2)c1	-0.9	0.9	1	5	0.7
2	COc1cc(CNCCCN2CCOCC2)cc(Cl)c1OCC(=O)NC(C)(C)C	-11	1.9	-16	-4	-0.7
16	COc1ccc(C2OC(CCc3ccccc3)CC3=C2C(=O)OC(C)(C)O3)cc1 (stereo unspecified)	-0.1	x	6	-6	x
24	COc1ccc(C(=O)NCc2cccnc2)cc1S(=O)(=O)N1CCCc2ccccc21	0.1	0.1	-7	-4	-0.8
19	CCOc1ccc(CCNC(=O)c2nnn(CC(=O)Nc3ccc(C)cc3)c2N)cc1OCC	0.2	2.2	6	2	0.1
4	CC(=O)Nc1ccc(NC(=O)c2nc(S(=O)(=O)Cc3cccc(C)c3)ncc2Cl)cc1	1.9	-2.5	2	0	0.8

nr	FadD28 FP inh	GDH-TPI inh	Mtb BioA inh	Mtb FBA inh
17	0.7	-2	x	0
11	-4.4	2	-2.8	0
13	0.8	-2	3.9	3
25	-3.6	5	-1.2	2
10	-1.4	-7	-0.5	5
8	-2.2	17	x	-3
15	-3.2	-6	1.4	0
2	1.4	6	x	-2
16	-0.4	x	-0.6	0
24	1.9	4	1.0	0
19	-0.4	-1	-1.6	1
4	1.8	11	0.7	-1

# Continuation.
nr	Molecule	BoNT-A LC inh2	UGM FP inh	BoNT F protease	Anthrax LF prot	PfHsp40 yeast
31	COc1ccc(C2N(c3cc(Cl)ccc3OC)C(=O)C3CCCN32)cc1 (stereo unspecified)	-0.9	-3.4	-8	-3	-1.7
32	COc1cccc(-n2c(Cc3cc(=O)[nH]c(=O)[nH]3)nnc2SCC(=O)N2CCCCCC2)c1	0.2	3.3	-4	4	-0.8
33	CCn1ncc(C(=O)Nc2ccc(F)cc2)c1C	0.8	2.5	-2	5	-0.1
34	CC1CN(CC(=O)Nc2ccccc2Sc2ccccc2)CC(C)O1 (stereo unspecified)	0.2	3.3	1	-1	-1.4
35	COCCN(C(=S)Nc1ccc(Cl)cc1OC)C1CCN(C(C)=O)CC1	-0.8	-0.7	-1	-9	1.0
36	Cc1onc(C(=O)NC(C)c2ccccc2)c1[N+](=O)[O-] (stereo unspecified)	0.4	3.4	-8	-2	-0.7
37	O=C1CCCC2=C1C(c1ccccn1)Nc1ccc(C(=O)c3ccccc3)cc1N2 (stereo unspecified)	-0.2	0.4	3	0	-0.1
38	Cc1ccc(C(=O)NC(=S)Nc2ccc(N3CCN(C(=O)c4ccco4)CC3)cc2)cc1	-0.5	0.8	2	-1	-0.5
39	CCN(C[C@H]1N[C@@](CC)(C(=O)OC)[C@H]2C(=O)N(Cc3ccccc3)C(=O)[C@@H]12)C(=O)C1CCCCC1	-0.1	-1.4	-5	12	0.3
40	COc1cc(Nc2nc(-c3ccccc3)c3cc(C)ccc3n2)cc(OC)c1OC	-0.4	-0.5	5	-8	1.2
41	C[C@@H]1CCCCO[C@@H](CN(C)C(=O)Nc2ccccc2)[C@@H](C)CN([C@H](C)CO)C(=O)c2cc(N(C)C)ccc2O1	0.1	x	-4	1	x
42	COc1ccc(-c2cc(-c3n[nH]c(=S)n3-c3cccc4ccccc34)[nH]n2)cc1	0.1	0.3	1	-5	4.2
43	CCOC(=O)C1CCN(C(=O)c2ccc(OCC)c(OCC)c2)CC1	0.1	3.7	-2	3	0.5
44	O=C(Cc1coc(-c2ccc(F)cc2)n1)N1CCOCC1	-0.4	3.2	0	-2	-0.1
45	O=C(Nc1cccc(Cl)c1)C1C2C=CC3(O2)C1C(=O)N(CCCN1CCCCC1)C3C(=O)NC1CCCCC1 (stereo unspecified)	4.4	-0.6	-1	3	-0.2
46	CC1c2nc3ccccc3n2C(CC(=O)NC2CC2)C(=O)N1Cc1ccccc1 (stereo unspecified)	0.0	-2.9	-4	0	1.2
47	CCCCC(=O)N(C)c1c(CC)nc2c(OCC(=O)c3ccc(Cl)cc3Cl)cccn12	0.6	x	0	-5	x
48	CC(C)=CCc1c([C@@H]2CCc3ccc(O)cc3O2)cc2c(c1O)OC(C)(C)C=C2	-0.2	0.1	-7	-16	x

nr	FadD28 FP inh	GDH-TPI inh	Mtb BioA inh	Mtb FBA inh
31	-2.0	-1	-1.4	0
32	0.6	1	-3.6	0
33	-4.8	6	x	1
34	-2.0	11	x	-3
35	-3.2	4	1.7	0
36	-3.4	4	x	-2
37	-2.0	0	x	8
38	1.0	5	0.5	0
39	0.4	9	-0.2	0
40	-0.2	0	-1.4	-5
41	-0.4	5	-1.9&0.3&-1.2	3
42	-1.7	-2	2.1	-2
43	-3.5	-8	-1.2	1
44	-2.6	-8	-1.4	2
45	-0.5	-4	2.4	0
46	-0.5	2	1.6	0
47	-4.9	-3	-0.1	-2
48	-2.7	5	0.1	1

# Part of the list above, screen by screen:
42) COc1ccc(-c2cc(-c3n[nH]c(=S)n3-c3cccc4ccccc34)[nH]n2)cc1
33) CCn1ncc(C(=O)Nc2ccc(F)cc2)c1C

compound no. | 42 | 33
BoNT-A LC inh2 | 0.1 | 0.8
UGM FP inh | 0.3 | 2.5
BoNT F protease | 1 | -2
Anthrax LF prot | -5 | 5
PfHsp40 yeast | 4.2 | -0.1
FadD28 FP inh | -1.7 | -4.8
GDH-TPI inh | -2 | 6
Mtb BioA inh | 2.1 | x
Mtb FBA inh | -2 | 1

# High-throughput results from PubChem.
